Screening results (PubChem)
HCT116 PTEN-null – suppresses growth of cells with PTEN deletion; hit rate 1.2% among 140,000; viability, % at 10 µM; HCT116 PTEN-null viability, CellTiter-Glo, 60 h; stronger effect = lower value; AID 827;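 active means viability at or below a set limit, 4 SD under the median of all tested compounds, cut at about 3.7% in these data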;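 further: PTEN knockout HCT116 line with beta catenin targeted HCT116 as companion control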
NPY Y2 blocker – NPY-Y2 (human) receptor antagonism. NPY-Y2 expressing cells, antagonist mode. inhibition, % at 2.7 µM. P49146. hit rate 0.99% among 140,000; in the data active means inhibition above about 17%;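 further: 0% = vehicle with agonist challenge and 100% = reference antagonist with challenge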
Target sequence (P49146 whole entry, looked up): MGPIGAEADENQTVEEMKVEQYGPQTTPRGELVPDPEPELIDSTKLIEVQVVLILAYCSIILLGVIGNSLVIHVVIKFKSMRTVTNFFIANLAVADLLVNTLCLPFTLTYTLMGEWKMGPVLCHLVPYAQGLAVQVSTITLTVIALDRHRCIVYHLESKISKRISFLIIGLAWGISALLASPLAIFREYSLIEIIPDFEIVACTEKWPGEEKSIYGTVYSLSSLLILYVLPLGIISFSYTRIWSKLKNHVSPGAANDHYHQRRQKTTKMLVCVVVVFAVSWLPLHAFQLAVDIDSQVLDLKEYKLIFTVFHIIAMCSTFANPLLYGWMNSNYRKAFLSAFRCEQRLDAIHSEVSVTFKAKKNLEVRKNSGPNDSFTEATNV
GALR2 blocker – blocks the human galanin receptor 2; GALR2-expressing cells, antagonist mode; inhibition, % at 4 µM; O43603; hit rate 0.39% among 140,000; AID 828; in the data active means inhibition above about 27%;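 further: cells stimulated with galanin 1-16 at roughly its EC80; 0% = agonist challenge control and 100% = basal control without agonist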
Target sequence (O43603 whole entry, looked up): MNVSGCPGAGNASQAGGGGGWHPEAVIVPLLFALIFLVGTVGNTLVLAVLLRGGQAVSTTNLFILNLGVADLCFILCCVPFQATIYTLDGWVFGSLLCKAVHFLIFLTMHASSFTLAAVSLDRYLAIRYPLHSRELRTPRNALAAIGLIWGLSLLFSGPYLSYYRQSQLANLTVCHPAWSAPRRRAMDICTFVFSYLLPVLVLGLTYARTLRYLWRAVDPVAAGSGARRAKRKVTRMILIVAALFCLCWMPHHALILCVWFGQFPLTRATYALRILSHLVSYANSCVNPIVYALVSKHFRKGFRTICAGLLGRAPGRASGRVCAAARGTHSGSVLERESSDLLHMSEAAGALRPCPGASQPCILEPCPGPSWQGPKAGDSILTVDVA
BB579 growth dn – yeast BB579 growth reduction in restrictive medium; S. cerevisiae BB579 growth, OD615, 48 h; inhibition, % at 10 µM; hit rate 0.51% among 140,000; AID 804;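 active means inhibition above a set limit, 3 SD over the mean compound inhibition, cut at about 44% in these data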; further: inactives centre near -24
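System: Saccharomyces cerevisiae DeaD strain BB579, replicative lifespan model yeast. Buffer or medium: restrictive glucose-based CSMM-D medium. Doses: one dose, 10 µM compound with 0.25% DMSO. Timing: 4 h preincubation and 48 h exposure at 30 °C. Detection: turbidity as optical density at 615 nm. Benchmarks: amphotericin B 10 µg/mL, positive.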
Measles CPE – protection of cells from measles virus | Measles virus-infected cells, CPE protection, absorbance | protection (pct of control), % at 4 µM | hit rate 1.5% among 140,000; in the data active means protection mostly above about 24%, no sharp cut-off; inactive means mostly below about 26%; further: some compounds called inactive have numbers as strong as hits
E-sel TNF inh – TNF alpha driven E-selectin expression inhibition; HUVEC TNFa-induced E-selectin immunofluorescence, high content; inhibition, % at 2 µM; hit rate 0.71% among 120,000; AID 1246;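 active means inhibition above the batch mean plus 3 SD, and confirmed as a hit on visual image review, cut at about 43% in these data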;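 further: 0% = TNF-stimulated DMSO wells and 100% = unstimulated control wells; not every result past the cut was called active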
Yeast lifespan up – yeast lifespan extension; inhibition of the nicotinamide effect, % at 10 µM; hit rate 0.68% among 130,000; S. cerevisiae growth with nicotinamide, OD615; deaD strain in restrictive glucose medium;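 active means inhibition above a set limit, placed 3 SD over the median of all compounds, cut at about 26% in these data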;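 further: 0% = nicotinamide-treated wells and 100% = cells grown without nicotinamide; some compounds called inactive have numbers as strong as hits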
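Material: Modified budding yeast, DeaD strain | Medium: Restrictive glucose medium | Probe or stimulus: 1.5 mM nicotinamide | Dosing: Single dose 10 µM compound, 0.25% DMSO | Times: 48 h at 30 °C | Technique: OD615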
MRP1 act – activators of MRP-1; H69AR cells + doxorubicin, viability rescue, CellTiter-Glo; viability increase, % at 10 µM; hit rate 0.61% among 140,000;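 active means viability gain under doxorubicin at or above a set limit, the compound median plus 3 SD, cut at about 4.7% in these data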;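 further: MRP-1 overexpressing cells given doxorubicin 25 µM after compound pretreatment; 18-22 h compound pretreatment then 72 h with doxorubicin before readout; 0% = doxorubicin-only wells and 100% = vehicle-treated cells without doxorubicin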
HCT116 bCat-KO – beta-catenin-lacking colon tumor cell growth suppression | hit rate 1.5% among 140,000 | viability, % at 10 µM | HCT116 beta-catenin knockout viability, CellTiter-Glo, 60 h; stronger effect = lower value;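 active means viability at or under a set limit, the compound median less 4 SD, cut at about 6% in these data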;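 further: 0% = Hyamine 1622 control at 20 µM and 100% = untreated cell control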
Phagocyt inh – blocks phagocytosis by macrophages. AID 1029. inhibition, % at 5 µM. J774A.1 macrophage IgG-bead phagocytosis, imaging. hit rate 0.07% among 110,000;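 active means inhibition above the mean of the plate negative controls plus 5 SD, cut at about 13% in these data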;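 further: phagocytic index as fraction of beads internalized from green versus red external bead signal; plate controls were DMSO negative control for no effect and cytochalasin-D positive control for full effect; some results beyond the cut were filed as inactive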
Numbers without * were called inactive; x = no result given.

SMILES | HCT116 PTEN-null | NPY Y2 blocker | GALR2 blocker | BB579 growth dn | Measles CPE | E-sel TNF inh | Yeast lifespan up | MRP1 act | HCT116 bCat-KO | Phagocyt inh
O=C(Nc1cccc(N=Cc2cc(Cl)cc(Br)c2O)c1)c1ccco1 | 86 | 7 | -4 | 56* | 16 | -7 | 7 | -1.0 | 81 | -8
CCCCS(=O)(=O)Nc1ccc2c(c1)ncn2C1CCCCC1 | 90 | 2 | 2 | -10 | 10 | 22 | -4 | -2.4 | 86 | 0
CC(C)Oc1cccc(C(=O)Nc2ccc(Br)cc2F)c1 | 87 | 4 | -7 | 7 | 8 | x | -8 | -1.6 | 92 | 3
Cc1nnc(SCC(=O)NCc2cccs2)[nH]c1=O | 89 | 0 | 5 | -46 | 19 | 10 | -3 | -0.6 | 94 | 0
Cc1ccc(OC(=O)NC2CCS(=O)(=O)C2)cc1C (centres undefined) | 94 | 2 | 12 | -6 | 8 | -16 | -5 | -0.4 | 102 | 0
O=c1cc(CN2CCN(c3ccccc3O)CC2)nc2sccn12 | 110 | 1 | -14 | -78 | 7 | -6 | -6 | -0.7 | 107 | 0
O=C(CN1C(=O)NC2(CCCC2)C1=O)NCCC1=CCCCC1 | 96 | 5 | -5 | -32 | 14 | 12 | 0 | -0.1 | 100 | x
Cc1cc(C)nc(NC(=O)C(C)N2C(=O)c3ccccc3C2=O)n1 (centres undefined) | 92 | 0 | 11 | -28 | -1 | -34 | -1 | -0.6 | 94 | 2
Cc1c(C(=O)Nc2cccc(C(F)(F)F)c2)oc2ccc(S(=O)(=O)N3CCOCC3)cc12 | 87 | 0 | 11 | -22 | 13 | 8 | -11 | -0.2 | 94 | x
Clc1cccc(CSc2nnc(-c3c[nH]c4ccccc34)o2)c1 | 70 | 9 | 6 | -25 | 5 | x | -21 | -1.0 | 75 | 0
CC(C)c1cc(C(=O)Nc2cc(Cl)ccc2O)no1 | 86 | -1 | 4 | -82 | x | 44 | -17 | -0.6 | 97 | -2
c1cncc(-c2nnc(-c3cccnc3)nn2)c1 | 1.6* | 2 | -14 | 53* | 2 | 2 | 5 | -6.0 | 1.7* | 0
Cc1ccc(NC(=O)CN2C(=O)NC(C)(c3ccc(Cl)cc3)C2=O)cc1S(=O)(=O)N1CCOCC1 (centres undefined) | 33 | -1 | -2 | -25 | 25 | x | 0 | -1.1 | 38 | -7
O=S(=O)(Nc1ccc(Oc2ncccn2)c(Cl)c1)c1ccc(Cl)cc1 | 84 | 5 | 2 | -23 | 19 | 2 | -11 | -0.9 | 93 | 2
CCCCC1(CC(=O)OC)C(=O)N(c2ccccc2)N(c2ccccc2)C1=O | 80 | 6 | 2 | -17 | 3 | x | -1 | -0.8 | 81 | -3
Cc1c(C(=O)C(=O)NCCC2=CCCCC2)c2ccccc2n1C | 122 | 7 | -4 | -1 | 10 | x | -6 | -0.7 | 96 | -3
Cc1cccc(-n2ncc3c(N(CCO)CCO)ncnc32)c1 | 90 | 3 | 13 | -25 | 9 | -23 | -3 | -2.0 | 100 | x
FC(F)(F)c1nnc2sc(-c3ccncc3)nn12 | 106 | 0 | 5 | -6 | 3 | x | 0 | -0.4 | 105 | 0
NC1=NC2(CCC(c3ccccc3)CC2)n2c(nc3ccccc32)N1 (centres undefined) | 7 | 8 | 5 | -28 | 21 | x | -1 | -3.0 | 12 | -1
COc1ccccc1N1CCN(C(=O)c2ccccc2NC(=O)C2CCCCC2C(=O)O)CC1 (centres undefined) | 91 | 3 | -1 | -3 | 17 | 6 | 2 | -0.6 | 92 | 0
CC(=O)Nc1ccc(S(=O)(=O)Nc2cccc(C(=O)NC(C)(C)C)c2)cc1 | 85 | 1 | -4 | -27 | 8 | -19 | 24 | 0.1 | 76 | x
O=C(C1CCN(CC2CCCCC2)CC1)N1CCCC1 | 99 | 2 | 15 | -22 | 4 | -45 | -5 | -2.0 | 92 | x
O=C(CCC(=O)c1ccc(F)cc1)Nc1cccc(C(F)(F)F)c1 | 105 | 5 | 10 | -27 | 4 | x | -2 | -0.1 | 96 | 0
Cc1ccc(-n2nc3c(c2NC(=O)c2c(-c4ccccc4Cl)noc2C)CSC3)cc1 | 82 | 7 | -8 | -45 | 7 | 28 | -4 | -2.7 | 91 | 0
Cc1cccc(CSc2nc3c(c(=O)[nH]2)CCCC3)c1 | 96 | 7 | 8 | -38 | 3 | -6 | 11 | -0.5 | 104 | -3
SMILES | HCT116 PTEN-null | NPY Y2 blocker | GALR2 blocker | BB579 growth dn | Measles CPE | E-sel TNF inh | Yeast lifespan up | MRP1 act | HCT116 bCat-KO | Phagocyt inh
O=[N+]([O-])c1ccccc1NCCOc1ccccc1 | 85 | 3 | -12 | -40 | 2 | x | -5 | -2.8 | 86 | -2
Cc1ccc(-n2nc3c(c2NC(=O)/C=C\c2ccc4c(c2)OCO4)CSC3)c(C)c1 | 80 | 6 | 9 | -27 | 11 | 25 | 0 | -1.9 | 78 | x
CC1=C(C(=O)Nc2ccc(Cl)cc2)C(c2cccs2)n2nnnc2N1 (centres undefined) | 87 | -1 | -1 | -17 | 7 | 24 | -17 | -1.8 | 90 | x
CC1CCC(NC(=O)CC(C)(C)Cc2nc3ccccc3c(=O)[nH]2)CC1 (centres undefined) | 82 | 0 | -4 | -6 | 26 | 5 | -15 | -2.2 | 78 | x
O=C(CSc1nnc(-c2cccs2)o1)N1CCc2ccccc21 | 87 | 9 | 6 | -39 | 15 | 3 | -6 | -0.3 | 96 | 1
COc1ccc(Br)cc1/C(C)=N/NC1=NCCN1 | 52 | 9 | 13 | -9 | 8 | 0 | -6 | -2.0 | 45 | 3
COc1ccc(CNC(=O)C2CCN(C(=O)N(C)C)CC2)c(OC)c1 | 97 | 2 | 8 | 4 | 2 | -9 | -6 | 0.6 | 98 | 1
CC1CCCCN1CCNC(=O)c1cnn2ccccc12 (centres undefined) | 113 | -1 | -4 | 9 | 6 | x | -6 | -1.0 | 98 | 0
Cc1ccc(NC(=O)CSc2nnc(CN3CCOCC3)n2C)cc1C | 91 | 0 | 0 | -53 | 2 | 1 | 2 | -1.3 | 86 | -3
CCCCOP(=O)(OCCCC)C(Nc1ccccc1)c1ccc2c(c1)OCO2 (centres undefined) | 35 | 19* | -6 | -48 | 2 | x | 23 | -4.8 | 39 | -5
N=c1oc2ccc3ccccc3c2cc1-c1nc(-c2ccccc2)cs1 | 88 | 0 | 5 | -55 | 7 | x | -4 | -3.7 | 85 | -5
O=C(CNC(c1ccccc1)c1ccccc1)Nc1cc([N+](=O)[O-])ccc1Cl | 64 | 2 | 1 | 2 | 8 | 0 | -2 | -1.4 | 64 | -2
CCN(CC)CCN1C(=O)C(=O)/C(=C(/O)c2cnn(-c3ccccc3)c2C)C1c1ccc(C)o1 (centres undefined) | 104 | -1 | -1 | -28 | 10 | 5 | -2 | 1.7 | 104 | 0
Cn1ncc(C#N)c1/N=C/N1CCOCC1 | 98 | 1 | -1 | -54 | 16 | -19 | 40* | 0.6 | 99 | -1
CCOC(=O)N1CCN(C(=O)CSc2nnc(COc3ccc(Cl)cc3)o2)CC1 | 88 | 5 | 13 | 4 | 32 | 31 | -14 | 5.8* | 89 | 0
O=C(c1ccc(Cl)cc1)N1CCCC(c2ccccc2)=N1 | 88 | 0 | 5 | -39 | 5 | 100* | 15 | -1.2 | 87 | x
O=C(NCC1CCCO1)c1ccccc1-c1nc(-c2ccccc2)no1 (centres undefined) | 80 | 3 | 6 | -11 | 4 | 20 | -19 | -1.9 | 88 | -1
Cc1ccc(C(=O)C[n+]2cc(Br)cc(Br)c2)cc1[N+](=O)[O-] | 88 | 0 | -7 | -30 | 8 | -15 | -1 | -0.8 | 85 | x
Cc1cc(C(c2nnnn2Cc2ccccc2)N2CCOCC2)c(C)n1-c1ccc2c(c1)OCO2 (centres undefined) | 38 | 4 | 5 | -83 | 3 | x | -1 | -2.5 | 39 | 0
CC1(C)Cc2nc3oc4c(N(CCO)Cc5ccccc5)ncnc4c3cc2CO1 | 62 | -3 | -9 | -33 | 22 | -29 | -19 | -4.1 | 74 | x
Cc1cccc(OCC(=O)N/N=C/C=C/c2ccco2)c1 | 73 | 7 | -16 | -56 | 11 | x | -6 | -1.6 | 76 | -5
CCOC(=O)c1ccccc1NC(=O)COc1ccccc1 | 103 | 5 | -6 | -38 | 7 | 5 | -15 | 0.1 | 101 | -1
CCOc1cc(S(=O)(=O)NC2CC(C)(C)NC(C)(C)C2)ccc1F | 113 | 1 | -1 | -39 | 4 | 11 | -7 | -2.1 | 99 | 2
CN1CCN(C(=O)c2ccccc2-c2nc(-c3ccc(Cl)cc3)no2)CC1 | 84 | 5 | 8 | -38 | 6 | -14 | -6 | -1.9 | 91 | 2
CCOC(=O)CCCCCN(Cc1ccccc1)S(=O)(=O)c1ccc([N+](=O)[O-])cc1 | 82 | 12 | -21 | -37 | 4 | x | 1 | -4.0 | 75 | x
SMILES | HCT116 PTEN-null | NPY Y2 blocker | GALR2 blocker | BB579 growth dn | Measles CPE | E-sel TNF inh | Yeast lifespan up | MRP1 act | HCT116 bCat-KO | Phagocyt inh
COc1ccccc1CNC(=O)c1cccc(N(C)C)c1 | 97 | 0 | 0 | -40 | 15 | 14 | -6 | -3.2 | 97 | -2
CC1(C)CC(=O)CC(C)(C)N1OC(=O)c1ccncc1 | 94 | 1 | 0 | -31 | 3 | 0 | 4 | -2.8 | 100 | -1
CC(C)OC(=O)NC(C)(C)COC(=O)Nc1cccc(Cl)c1 | 77 | -1 | 5 | -32 | 4 | -7 | x | 0.3 | 82 | x
Clc1ccc(CSc2nnc(CN3CCOCC3)n2-c2ccccc2)cc1Cl | 81 | 3 | -4 | -30 | 7 | 17 | -14 | -4.7 | 86 | 0
Cc1c(C)c2cc(Cl)c(O)c(CN(C)C)c2oc1=O | 91 | 1 | -14 | 21 | 8 | 4 | -22 | -1.4 | 102 | -1
O=C(N1CCCCCC1)N1CCN(S(=O)(=O)N2CCCCC2)CC1 | 91 | 0 | 24 | -28 | 7 | -12 | -2 | -1.8 | 93 | -1
COC(=O)c1cccc(Cn2nnc3ccccc3c2=O)c1 | 83 | 5 | -2 | -34 | 4 | -14 | -13 | -0.7 | 82 | -2
CCN(CC)C(=O)CSc1nc2ccccc2c(=O)n1CC1CCCCC1 | 57 | 12 | 1 | -11 | 4 | -58 | -3 | -1.9 | 59 | 1
CCOC(=O)N1CCC(NC(=O)c2cc3c(-c4ccc(Cl)cc4)nn(C)c3s2)CC1 | 96 | 4 | 21 | -17 | 7 | x | -5 | -4.0 | 94 | x
CCOC(=O)C1=C(N)Oc2cc(C)n(CCc3ccc(OC)c(OC)c3)c(=O)c2C1c1cccnc1 (centres undefined) | 90 | 3 | 1 | -12 | 3 | x | -22 | -4.2 | 106 | 0
CCNC(=O)O/N=C(\C)c1sc(-c2ccccc2)nc1C | 99 | 0 | 3 | -9 | 7 | x | -29 | -2.9 | 102 | x

Limited to MRP1 act and Measles CPE, for 2 of the compounds above:
molecule | MRP1 act | Measles CPE
O=C(N1CCCCCC1)N1CCN(S(=O)(=O)N2CCCCC2)CC1 | -1.8 | 7
CCNC(=O)O/N=C(\C)c1sc(-c2ccccc2)nc1C | -2.9 | 7
